C diff growth: C. difficile growth inhibitors, primary screen, HTS. Clostridium difficile clinical isolate growth, OD600, 24 h; hits give low values. growth activity, negative = inhibition, % at 16 µg/mL (by protocol). actives 0.25% (n = 86,000);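 active = mean growth activity at or below -80% and every replicate also at or below -80%; inconclusive = mean at or below -80% but some replicate above -80%; inactive = mean growth activity above -80%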;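 note: 0% = DMSO wells and -100% = levofloxacin 16 µg/mL wells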
Pf Dd2 inh: P. falciparum Dd2 growth inhibitors, primary screen, SYBR Green fluorescence, single dose replicates; 72 h; hits give low values; activity change, % at 10 µM; actives 2.3% (n = 94,000); in the data active = activity change below about -80%; inconclusive = no clear call, values can overlap the other calls
T cruzi growth: T. cruzi intracellular proliferation inhibitors, primary screen, cell-based, beta-gal Tulahuen parasites, NIH3T3 host, luminescence. T. cruzi beta-gal in NIH3T3, GalScreen luminescence, 90 h. inhibition, % at 8.34 µM. AID 624255, 2012. actives 5.9% (n = 77,000);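 active = mean inhibition above about 93%, with at least 55% of replicates each passing it, limit read from the data, passing the limit was not always enough; inconclusive = only one of those two conditions holds; inactive = neither condition holds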
GASC1 inh: inhibitors of GASC-1 (KDM4C) histone demethylase, primary screen, biochemical, single concentration HTS. AID 720574, 2013. Lysine-specific demethylase 4C (Homo sapiens), Q9H3R0. GST-KDM4C 2-372, H3K9me3 peptide, LANCE TR-FRET. actives 0.15% (n = 96,000). inhibition, % at 12.5 µM;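 active = mean replicate inhibition above about 25%, with at least 55% of replicates also reaching it, limit read from the data, passing the limit was not always enough; inconclusive = only one of those two conditions met; inactive = neither condition met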
Target sequence (Q9H3R0 2-372 limits assumed): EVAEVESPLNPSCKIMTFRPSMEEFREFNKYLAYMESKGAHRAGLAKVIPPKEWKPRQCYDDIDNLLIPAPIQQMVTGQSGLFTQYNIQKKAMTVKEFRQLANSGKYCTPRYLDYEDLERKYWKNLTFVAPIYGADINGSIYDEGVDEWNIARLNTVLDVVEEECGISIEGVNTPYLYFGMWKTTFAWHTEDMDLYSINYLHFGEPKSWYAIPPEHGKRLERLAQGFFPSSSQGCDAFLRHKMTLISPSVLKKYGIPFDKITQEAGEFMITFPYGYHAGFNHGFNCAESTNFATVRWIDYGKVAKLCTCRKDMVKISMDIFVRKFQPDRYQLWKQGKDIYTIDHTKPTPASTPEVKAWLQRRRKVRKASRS
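Compound: one test concentration per compound; Material: GST-GASC-1 enzyme fragment 2-372; Amount: GASC-1 enzyme at 10 nM final in reaction; Also added: H3K9me3 peptide substrate, Fe(II), 2-oxoglutarate; Technique: LANCE TR-FRET; Times: 30 min demethylation and 1 h detection at room temperature.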
* = called active by the depositor; ? = inconclusive; . = not tested or not shown.

SMILES | C diff growth | Pf Dd2 inh | T cruzi growth | GASC1 inh
C[C@@H]1CN([C@@H](C)CO)C(=O)c2cccc(NC(=O)C3CCOCC3)c2O[C@H]1CN(C)C(=O)NC1CCCCC1 | -0.7 | -18.6 | 29.4 | 0.3
COc1ccc(CN2C[C@@H](C)[C@H](OC)CN(C)C(=O)c3cc(NC(=O)C4CC4)ccc3OC[C@H]2C)cc1 | . | -11.5 | 25.9 | 0.3
CCCNC(=O)N1CC2(C1)[C@H](c1ccccc1)[C@@H](CO)N2C(=O)C1CCC1 | -4.5 | -8.6 | . | -3.2
C[C@@H]1CN([C@H](C)CO)C(=O)c2cc(NC(=O)Cc3ccccc3)ccc2O[C@H]1CN(C)S(=O)(=O)c1cn(C)cn1 | . | 10.9 | 84.6 | -0.7
CC=Cc1ccc2n(c1=O)C[C@H]1[C@H](CO)[C@@H](C(=O)NCc3ccc(F)cc3)N(CC)[C@@H]21 (mixture of isomers) | -0.4 | -0.3 | 41.6 | 2.3
C[C@H](CO)N1C[C@H](C)[C@H](CN(C)S(=O)(=O)c2cccs2)Oc2c(NS(=O)(=O)c3ccc(F)cc3)cccc2C1=O | -6.4 | -13.7 | 34.3 | -5.1
O=C(CC1CC1)N1CC(=O)N2[C@@H](CO)[C@H](c3ccc(-c4cccnc4)cc3)[C@@H]2C1 | 39.7 | 19.9 | . | -0.4
CO[C@@H]1CN(C)C(=O)c2ccc(NC(=O)c3ccccc3)cc2OC[C@@H](C)NC[C@H]1C | . | -12.9 | . | -2.1
Cc1noc(C)c1NC(=O)Nc1ccc2c(c1)C(=O)N([C@H](C)CO)C[C@H](C)[C@@H](CN(C)C(=O)Nc1ccc(C(F)(F)F)cc1)OCCCC[C@H](C)O2 | -0.1 | -76.7 | 70.0 | -1.6
CCCN(C)C[C@H]1Oc2cc(-c3ccccc3C)ccc2S(=O)(=O)N([C@@H](C)CO)C[C@H]1C | . | -18.4 | . | -0.7
COc1ccc(NC(=O)N[C@H]2CC[C@@H](CCNC(=O)c3ccccc3F)O[C@H]2CO)cc1 | 3.0 | -12.5 | 6.5 | -3.5
CC(C)NC(=O)N(C)C[C@@H]1Oc2c(NC(=O)CCCCCC(=O)Nc3ccccc3N)cccc2C(=O)N([C@@H](C)CO)C[C@H]1C | 2.5 | 30.4 | . | 2.6
C[C@@H]1CCCCO[C@@H](CN(C)S(=O)(=O)c2ccc(Cl)cc2)[C@H](C)CN([C@H](C)CO)C(=O)c2cc(NS(C)(=O)=O)ccc2O1 | -2.7 | -38.6 | 47.4 | -3.0
C[C@@H]1CCCCO[C@@H](CN(C)C(=O)C2CCCCC2)[C@H](C)CN([C@@H](C)CO)C(=O)c2cc(NC(=O)Nc3cccc4ccccc34)ccc2O1 | -4.0 | -2.4 | 115.6* | -0.8
CNC[C@H]1OCCCC[C@H](C)Oc2ccc(NS(=O)(=O)c3ccc(C)cc3)cc2C(=O)N([C@H](C)CO)C[C@H]1C | -8.2 | -53.2 | 12.0 | 1.8
CC(C)c1cn(CC[C@H]2CC[C@@H](NC(=O)C3CCCC3)[C@@H](CO)O2)nn1 | 0.1 | 0.4 | . | -0.5
COc1cc(CN2CC3(CN(C(=O)c4ccc5c(c4)OCO5)C3)c3c(n(C)c4cc(OC)ccc34)[C@@H]2CO)cc(OC)c1 | 4.9 | -70.8 | . | -0.3
CC(C)NC(=O)N(C)C[C@H]1OCCCC[C@@H](C)Oc2ccc(NC(=O)c3ccccc3)cc2C(=O)N([C@H](C)CO)C[C@H]1C | 9.2 | -43.2 | 64.7 | -0.3
COc1ccc(-c2cnc3c(c2)C(=O)N([C@@H](C)CO)C[C@@H](C)[C@H](CN(C)Cc2cccnc2)O3)cc1 | -4.8 | 12.3 | -13.9 | 6.2
O=C(NCC[C@@H]1CC[C@@H](NC(=O)C2CC2)[C@H](CO)O1)c1cnccn1 | -2.5 | 17.8 | . | -2.5
CCCC(=O)Nc1ccc2c(c1)C(=O)N(C)C[C@H](OC)[C@H](C)CN(Cc1ccc(-c3ccccn3)cc1)[C@@H](C)CO2 | . | -30.0 | . | 0.9
COCC(=O)Nc1ccc2c(c1)OC[C@H](C)N(C(=O)Cc1ccccn1)C[C@H](C)[C@@H](OC)CN(C)C2=O | -4.0 | 41.2 | 0.6 | 1.0
CN1c2ccc(Br)cc2[C@H]2[C@H](CCN2S(=O)(=O)c2cccc(F)c2)[C@@H]1CO | -12.1 | 32.2 | 116.6* | 0.6
C[C@H](CO)N1C[C@H](C)[C@H](CN(C)C(=O)Nc2ccc(F)cc2)Oc2ccc(NC(=O)Nc3cccc4ccccc34)cc2C1=O | 1.4 | 2.8 | 20.8 | -2.0
CCS(=O)(=O)Nc1ccc2c(c1)C(=O)N(C)C[C@H](OC)[C@H](C)CN(C(C)=O)[C@@H](C)CO2 | -8.4 | 15.0 | -30.6 | 1.2
O=C(c1cccc(F)c1)N1CCCCN2[C@H](C1)[C@@H](c1ccc(-c3ccc(F)cc3)cc1)[C@@H]2CO | 45.0 | -2.3 | 92.7 | .
OC[C@H]1[C@@H](c2ccc(-c3ccccc3)cc2)[C@H]2CN(Cc3cncnc3)CCCCN21 | -2.6 | -4.8 | 62.2 | 1.1
O=C(NC[C@@H]1CC[C@@H]2[C@@H](CN2S(=O)(=O)c2ccccc2[N+](=O)[O-])O1)c1cnccn1 | -2.8 | -2.1 | . | .
C[C@H](CO)N1C[C@H](C)[C@H](CN(C)C(=O)Nc2ccc(C(F)(F)F)cc2)Oc2ccc(NS(=O)(=O)c3cn(C)cn3)cc2CC1=O | 0.8 | -47.6 | -1.8 | -1.4
O=C(Nc1ccccc1F)N[C@@H]1CC[C@H](CCNC(=O)C2CCCC2)O[C@@H]1CO | -3.4 | -13.6 | . | 0.4
C[C@@H]1CN([C@H](C)CO)C(=O)c2cc(-c3ccccc3F)cnc2O[C@@H]1CN(C)C(=O)c1cnccn1 | 1.0 | 15.3 | . | -1.5
COc1ccccc1NC(=O)N1CCCCN2[C@H](CO)[C@H](c3ccc(-c4cccc(C)c4)cc3)[C@@H]2C1 | 0.6 | -11.1 | ? | -1.1
C[C@H](CO)N1C[C@H](C)[C@H](CN(C)Cc2cncnc2)Oc2cc(C#C[C@@H](C)O)ccc2S1(=O)=O | -2.1 | 16.9 | -17.6 | 0.2
COc1ccc2c3c([nH]c2c1)[C@H](CO)N(C(=O)Nc1ccc(F)cc1)CC31CCN(S(=O)(=O)c2ccc(C)cc2)CC1 | 3.6 | -82.3* | . | 1.1
COc1ccc(S(=O)(=O)Nc2ccc3c(c2)CC(=O)N([C@@H](C)CO)C[C@H](C)[C@@H](CN(C)S(=O)(=O)c2ccc(Cl)cc2)O3)cc1 | -5.9 | -28.6 | 13.0 | -0.6
Cc1ccc(S(=O)(=O)N(C)C[C@@H]2Oc3ccc(NC(=O)C4CC4)cc3C(=O)N([C@H](C)CO)C[C@H]2C)cc1 | -0.2 | -21.4 | 18.5 | 1.4
COCC(=O)N1C[C@@H](C)[C@@H](OC)CN(C)C(=O)c2cc(NC(=O)c3cnccn3)ccc2OC[C@H]1C | . | 5.2 | 62.2 | 0.6
C[C@H](CO)N1C[C@H](C)[C@@H](CN(C)C(=O)Nc2ccccc2)Oc2ccc(NS(=O)(=O)c3cn(C)cn3)cc2CC1=O | -1.8 | 9.3 | -18.5 | 0.7
CCNC(=O)[C@@H]1[C@@H](CO)[C@@H]2Cn3c(cccc3=O)[C@H]1N2CCC(F)(F)F | -0.4 | -1.2 | 11.1 | 1.8
COc1ccc(CN(C)C[C@@H]2Oc3ccc(NC(=O)CCCN(C)C)cc3C(=O)N([C@H](C)CO)C[C@H]2C)cc1 | 20.9 | 16.9 | . | 0.6
C[C@H]1CN([C@@H](C)CO)C(=O)c2cc(C3=CCCCC3)cnc2O[C@H]1CN(C)CC1CCOCC1 | -6.4 | -2.8 | -11.4 | -1.7
CC(C)(O)C#Cc1ccc([C@H]2[C@@H](CO)N3CCCCN(Cc4ccccc4F)C[C@@H]23)cc1 | 6.0 | 6.3 | 85.2 | 1.9
CCCC(=O)Nc1ccc2c(c1)OC[C@H](C)N(S(=O)(=O)c1cn(C)cn1)C[C@H](C)[C@@H](OC)CN(C)C2=O | 1.5 | -5.9 | . | 2.8
CN(C)C(=O)C[C@@H]1CC[C@H]2[C@@H](COc3ccc(NC(=O)C4CCCCC4)cc3C(=O)N2C)O1 | 2.4 | 4.2 | 26.2 | 1.8
CN(C)CCCNC(=O)C[C@H]1C=C[C@H](NS(=O)(=O)c2ccccc2)[C@@H](CO)O1 | . | 17.8 | 9.5 | 0.7
CS(=O)(=O)N1CC2(C1)[C@@H](c1ccccc1)[C@H](CO)N2Cc1ccccn1 | -3.1 | -52.8 | . | -4.0
CO[C@H]1CC[C@@H]2CCN(C)C(=O)CC3(CCCCC3)CN(C)C(=O)c3cc(C#N)ccc3OC[C@@H]1O2 | 1.0 | . | -15.7 | -4.5
Cc1noc(C)c1NC(=O)Nc1ccc2c(c1)CC(=O)N([C@@H](C)CO)C[C@H](C)[C@H](CN(C)Cc1ccc(Oc3ccccc3)cc1)O2 | -9.5 | -6.4 | 38.0 | -1.5
C[C@@H]1CN([C@H](C)CO)C(=O)c2cccc(N(C)C)c2O[C@H]1CN(C)Cc1ccc(Cl)c(Cl)c1 | 6.0 | -28.3 | 81.9 | 0.5
O=C(NCc1cccc(F)c1)[C@H]1[C@H](CO)[C@H]2Cn3c(cccc3=O)[C@@H]1N2C(=O)c1cnccn1 | -3.3 | -1.4 | -17.9 | -1.6
COCC(=O)Nc1ccc2c(c1)C(=O)N(C)[C@@H]1CC[C@@H](CC(=O)NCCc3ccccc3)O[C@@H]1CO2 | -6.0 | 0.1 | -5.1 | 0.1
O=C(Cc1ccccn1)N1CC(=O)N2[C@H](CO)[C@H](c3ccc(C#CC4CCCCC4)cc3)[C@@H]2C1 | -7.3 | -15.3 | . | 0.4
O=C(C[C@@H]1CC[C@H]2[C@@H](COC[C@H](O)CN2S(=O)(=O)c2ccccc2)O1)NCCN1CCCC1 | -8.6 | -4.8 | . | -0.7
O=C(Nc1ccccc1F)N1CC(=O)N2[C@H](CO)[C@H](c3ccc(C#CC4CCCC4)cc3)[C@@H]2C1 | -7.5 | -4.4 | . | -1.0
O=C(N[C@H]1CC[C@H](CCn2cc(-c3ccccn3)nn2)O[C@@H]1CO)c1ccccc1 | -0.4 | . | . | -0.7

Structures listed so far that have an aryl methoxy group (8):
SMILES | C diff growth | Pf Dd2 inh | T cruzi growth | GASC1 inh
COc1ccc(CN2C[C@@H](C)[C@H](OC)CN(C)C(=O)c3cc(NC(=O)C4CC4)ccc3OC[C@H]2C)cc1 | . | -11.5 | 25.9 | 0.3
COc1ccc(NC(=O)N[C@H]2CC[C@@H](CCNC(=O)c3ccccc3F)O[C@H]2CO)cc1 | 3.0 | -12.5 | 6.5 | -3.5
COc1cc(CN2CC3(CN(C(=O)c4ccc5c(c4)OCO5)C3)c3c(n(C)c4cc(OC)ccc34)[C@@H]2CO)cc(OC)c1 | 4.9 | -70.8 | . | -0.3
COc1ccc(-c2cnc3c(c2)C(=O)N([C@@H](C)CO)C[C@@H](C)[C@H](CN(C)Cc2cccnc2)O3)cc1 | -4.8 | 12.3 | -13.9 | 6.2
COc1ccccc1NC(=O)N1CCCCN2[C@H](CO)[C@H](c3ccc(-c4cccc(C)c4)cc3)[C@@H]2C1 | 0.6 | -11.1 | ? | -1.1
COc1ccc2c3c([nH]c2c1)[C@H](CO)N(C(=O)Nc1ccc(F)cc1)CC31CCN(S(=O)(=O)c2ccc(C)cc2)CC1 | 3.6 | -82.3* | . | 1.1
COc1ccc(S(=O)(=O)Nc2ccc3c(c2)CC(=O)N([C@@H](C)CO)C[C@H](C)[C@@H](CN(C)S(=O)(=O)c2ccc(Cl)cc2)O3)cc1 | -5.9 | -28.6 | 13.0 | -0.6
COc1ccc(CN(C)C[C@@H]2Oc3ccc(NC(=O)CCCN(C)C)cc3C(=O)N([C@H](C)CO)C[C@H]2C)cc1 | 20.9 | 16.9 | . | 0.6

Rows were taken by chance (roughly 7.3% active in at least one column).
